TbREL1 inh = TbREL1 RNA ligase inhibitors, primary screen, biochemical, FRET fluorescence; 89,000 compounds, 0.49% hits; inhibition, % at 9.66 µM; TbREL1 RNA ligation; RNA-editing ligase 1, mitochondrial (Trypanosoma brucei brucei), P86926;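 active means inhibition above the mean inhibition across all screened compounds plus 3 SD, cut at about 11% in these data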;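 further: 0% = plate median of test wells and 100% = NSC42067 control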
Target sequence (P86926 whole entry, looked up): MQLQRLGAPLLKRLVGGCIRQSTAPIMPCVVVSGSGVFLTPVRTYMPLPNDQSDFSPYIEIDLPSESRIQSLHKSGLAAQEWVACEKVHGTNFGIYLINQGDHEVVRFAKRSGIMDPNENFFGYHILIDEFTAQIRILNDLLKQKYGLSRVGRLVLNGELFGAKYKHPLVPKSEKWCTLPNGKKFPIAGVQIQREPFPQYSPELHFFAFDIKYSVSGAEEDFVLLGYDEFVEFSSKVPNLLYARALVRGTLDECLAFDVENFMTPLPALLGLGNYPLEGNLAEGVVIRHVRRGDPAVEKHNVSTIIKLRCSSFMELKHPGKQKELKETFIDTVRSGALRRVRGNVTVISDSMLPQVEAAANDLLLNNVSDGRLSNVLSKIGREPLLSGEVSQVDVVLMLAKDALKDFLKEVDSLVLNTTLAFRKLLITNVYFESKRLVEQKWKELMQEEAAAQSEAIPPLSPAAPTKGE
An asterisk follows results filed as active. This is a subset (hit frequency here may not be typical).

The opening two records, to show the layout:
TbREL1 inh	Compound
-7.8	CCC(=O)NC(c1ccc(Cl)cc1Cl)c1ccc2cccnc2c1O (stereo not given)
4.8	CCn1c(SCC(=O)Nc2ccc3c(c2)c2ccccc2n3CC)nnc1-c1ccco1

Results, repeating the preview:
TbREL1 inh	Compound
-7.8	CCC(=O)NC(c1ccc(Cl)cc1Cl)c1ccc2cccnc2c1O (stereo not given)
4.8	CCn1c(SCC(=O)Nc2ccc3c(c2)c2ccccc2n3CC)nnc1-c1ccco1
-6.6	COc1ccc(N2CCN(C(=O)c3cccc(N4C(=O)C5CC=CC(C)C5C4=O)c3)CC2)cc1 (stereo not given)
1.8	C[C@@H]1CN([C@@H](C)CO)S(=O)(=O)c2ccc(Br)cc2O[C@@H]1CN(C)C(=O)NC1CCCCC1
2.9	CC1CCN(CC(=O)Nc2ccccc2C(=O)NC2CC2)CC1
-1.4	CCC(Sc1nnc(C)c(=O)[nH]1)C(=O)Nc1cccc2ccccc12 (stereo not given)
-9.2	Cc1nc(N)[nH]c(=O)c1CCCNc1ccc(CCCCC2(CCl)OCCO2)cc1
0.6	Cc1nn(Cc2c(F)c(F)c(F)c(F)c2F)c(C)c1NC(=O)c1nn(C)cc1Br
3.2	Cc1cc(C)c([N+](=O)[O-])cc1-c1ccc(/C=N/c2c(-c3ccco3)nc3ccccn23)o1
3.5	Cc1ccc(O)c(C(=O)c2cnn(-c3ccccc3)c2)c1
1.3	CCn1cc(C(=O)NCCCOC(C)C)c2cc(OC)c(OC)cc2c1=O
-6.2	O=C(CCc1c[nH]c2ccccc12)N1CCCCCCC1
0.5	O=C(NN1C(=O)C2C(C1=O)C1C=CC2C12CC2)c1cccc(Cl)c1 (stereo not given)
1.0	COc1cccc(C(=O)O[C@@H]2[C@H](Cc3ccccc3)NS(=O)(=O)[C@H]3C[C@@H]4C=C[C@]23O4)c1
-1.3	Cc1ccc2nc(SCC(=O)N3CCN(c4ccccc4)CC3)nc(=O)n2c1
0.8	Cc1ccc(NC(=O)NC(=O)COc2ccc(Cl)cc2Cl)c(C)c1
-0.7	CN1CCN(C(=O)c2ccc3c(c2)NC(=O)C(C)(C)O3)CC1
-5.2	COc1cc(/C=C/c2cccc[n+]2C)ccc1OCC(=O)Nc1ccccc1
0.3	O=C(C1CC1)N1CCN=C1SCc1ccc(F)cc1
-1.2	Cc1nnc(N2C(=O)c3oc4ccccc4c(=O)c3C2c2ccco2)s1 (stereo not given)
2.6	O=C(N/N=C/c1ccccn1)c1[nH]c2ccc([N+](=O)[O-])cc2c1-c1ccccc1
-0.6	O=C(Cn1nnc(-c2ccccc2)n1)NNC(=O)c1cccc([N+](=O)[O-])c1
5.9	O=C1/C(=C\c2ccccc2Cl)SC(=S)N1CCC(=O)N1CCCc2ccccc21
2.5	COc1cccc(C=NNC(=O)CCCC(=O)NN=Cc2cccc(OC)c2)c1
1.1	Cc1c(C=O)c2ccccc2n1CC(=O)N1CCc2ccccc2C1
2.1	Nc1ccc2c(c1)C(=O)c1cc([N+](=O)[O-])ccc1-2
-4.0	Cc1ccc2c(Cl)cc(Cl)c(OCC(=O)N(C(C)C)C(C)C)c2n1
-1.3	COC(=O)C(Cc1ccc(O)cc1)NC(=O)c1ccccc1OC (stereo not given)
-1.5	Cc1ccc(-n2c(Cc3cccs3)nnc2SCc2ccc(C#N)cc2)cc1
-0.4	COC(=O)c1c(NC(=O)C2COc3ccccc3O2)sc2c1CCN(C(=O)OC)C2 (stereo not given)
-4.8	Cc1ccc(-c2csc(N3CCC[C@@H]3C(=O)NCCn3c(-c4ccncc4)nc4ccccc43)n2)cc1
-0.3	Cc1cccc(C)c1NC(=O)C(c1ccc([N+](=O)[O-])cc1)N(C)C(=O)c1ccccn1 (stereo not given)
3.9	COCCNC(=O)Cn1cc2c(n1)CCCCC2
3.4	CC1=C/C(=C/N(C)c2ccccc2)C(=O)S1
-1.6	CCOc1ccc(-n2c(SCC(=O)Nc3ccc(Oc4ccccc4)cc3)nnc2-c2ccncc2)cc1
-4.3	COc1ccc(S(=O)(=O)Cc2ccc(C(=O)N3CCN(c4cccc(C)c4)C(C)C3)o2)cc1 (stereo not given)
-1.6	COCCCNC(=O)c1ccc(Cn2c(=O)c3ccccc3n(Cc3ccc([N+](=O)[O-])cc3)c2=O)cc1
-2.6	CCCCNC(=S)N(C)/N=C/c1c(F)cccc1F
-6.2	Cc1cccc(NC(=S)/N=C(\N)Nc2nc(C)c3ccc(C)cc3n2)c1
3.1	COc1ccc(NC(=O)/C(=C\c2ccc(F)cc2)NC(=O)c2ccco2)cc1
0.3	c1ccc(-c2nnc3n2CCCC3)cc1
1.7	Cc1cccc(OCC(=O)Nc2ccc(C(=O)O)cc2NC(=O)COc2cccc(C)c2)c1
4.8	O=C(c1cn(-c2ccccc2)nc1-c1ccncc1)n1nnc2ccccc21
-3.2	CCOC(=O)C1CCCN(C(=O)c2cn(CC(C)C)c(=O)c3cc(OC)c(OC)cc23)C1 (stereo not given)
0.0	COC(=O)c1ccc(CS(=O)(=O)c2ccc(C)cc2)cc1
2.8	Cc1ccc2c(c1)CCCN2C(=O)c1cc(C)on1
0.4	NC(=O)c1nsc(C(=O)N(c2ccccc2)C(C(=O)NCc2ccc(F)cc2)c2ccc(O)cc2)c1N (stereo not given)
2.5	CCN(Cc1ccc2c(c1)OCCO2)C(=O)CN1C(=O)NC2(CCc3ccccc32)C1=O (stereo not given)
1.6	O=C(NCCC(=O)N1CCCCCCC1)c1ccc(Cl)cc1
-3.2	O=C(O)/C(=C\c1ccc(F)cc1)c1ccc(-c2ccccc2)cc1

Further entries
TbREL1 inh	Compound
-3.4	CCn1ccnc1[C@@H]1C[C@H]2CN(c3ccccc3OC)C(=O)[C@]23CCCN13
4.3	Cc1ccc(NC(=O)CCNS(=O)(=O)c2ccc3[nH]c(=O)oc3c2)cc1F
-1.5	CCCS(=O)(=O)c1nc(S(=O)(=O)c2ccc(C)cc2)c(N2CCCC(C)C2)s1 (stereo not given)
-7.1	CCn1cc(/C=C(\NC(=O)c2cc(OC)c(OC)c(OC)c2)C(=O)NCCCN2CCOCC2)c2ccccc21
7.3	Cc1onc(-c2c(Cl)cccc2Cl)c1COC(=O)c1ccc(Cl)cc1[N+](=O)[O-]
2.4	O=S(=O)(/N=C(/Sc1ccccc1)c1ccccc1)c1ccccc1
1.3	CCC(=O)Nc1ccc2oc(-c3cccc(C)c3)nc2c1
3.7	CCc1nn(C(C)C(=O)NCCc2ccc(OC)c(OC)c2)c(=O)c2cc3occc3n12 (stereo not given)
-1.4	CCCCn1c(C)cc(/C=C(\C#N)C(=O)O)c1C
6.0	O=C(Nc1ccc(Cc2ccc(NC(=O)C3CC3)cc2)cc1)C1CC1
0.4	CSc1nnc(Cc2cc(=O)[nH]c(=O)[nH]2)n1-c1cc(C)ccc1C
-0.2	CCOc1ccc(C(=O)CCC(=O)Nc2ccncc2)cc1
-1.5	COc1cc(C(=O)NCC(=O)NNC(=O)CN(C)S(=O)(=O)c2ccc(Cl)cc2)cc(OC)c1OC
0.1	Cc1c(N)ccc(-n2nc3ccccc3n2)c1C
0.4	O=C(NCCF)[C@H]1C[C@@H]1[C@H](NP(=O)(c1ccccc1)c1ccccc1)c1ccccc1
-0.2	COc1ccc(C(=O)Nc2nc(-c3ccccn3)cs2)cc1S(=O)(=O)N1CCOCC1
2.6	Cc1ccccc1N(C(=O)CNC(=O)c1ccco1)C(C(=O)NC1CCCCC1)c1ccncc1 (stereo not given)
-3.3	CCOC(=O)CNC(=O)CSc1nnc(-c2ccccc2)n1Cc1ccco1
4.2	CCOC(=O)CN(C(=O)c1ccccc1)c1ccccc1C
1.5	O=C(N/C(=C\c1cccnc1)C(=O)N1CCCCC1)c1cccc(Br)c1
0.0	Cc1ccc(S(=O)(=O)N(C)C)cc1NC(=O)CSc1nncs1
11.1*	Nc1nc(Nc2cccc(Cl)c2)nc(NCc2ccco2)c1[N+](=O)[O-]
-0.9	O=C(O)c1ccc2c(=O)n(-c3ccc(F)cc3)c(=S)[nH]c2c1
-0.6	COCC(=O)Oc1cc(-c2ccc(C)cc2C)c(OC(=O)COC)c(-c2ccc(C)cc2C)c1
0.4	Cc1cc(C)n(C(C)CNC(=O)c2ccc3c(c2)OCO3)n1 (stereo not given)
-0.8	CC1Cc2ccccc2N1C(=O)CSc1nc2c(c(=O)n(C)c(=O)n2C)n1Cc1ccccc1 (stereo not given)
2.7	Cc1ccc(-c2cn3cccnc3n2)cc1NC(=O)c1c(-c2ccccc2Cl)noc1C
2.7	Cn1c(SCC(=O)N2CCCC2)nnc1-c1ccc(S(=O)(=O)N2CCCC2)cc1
0.2	Cc1ccc(CS(=O)(=O)CCC(=O)O)cc1
-1.4	COc1cc(NC(=O)C2CCCN(S(=O)(=O)c3ccccc3[N+](=O)[O-])C2)cc(OC)c1 (stereo not given)
1.9	Cc1ccc(NCc2ccccc2O)cc1
4.4	CCOC(=O)[C@@]12CCC3=C1N(CCC3)C(=O)[C@H](CC(=O)N1CCCC1)C2
4.0	COc1ccc(C(=O)NCCc2cnc[nH]2)cc1OC
-2.0	CCN(CC)CCCN1C(=O)C(O)=C(C(=O)c2ccco2)C1c1ccc(OC(C)C)cc1 (stereo not given)
0.6	CCOC(=O)N1CCN(C(=O)CCSc2ccc(C)cc2)CC1
5.0	O=C(CCNS(=O)(=O)c1ccc(Cl)cc1)NCc1cccnc1
5.3	CCOc1ccc(CC2S/C(=N/N=C/c3ccco3)NC2=O)cc1 (stereo not given)
3.2	CCN(CC)S(=O)(=O)c1ccc(S(=O)(=O)N2CCN(C(=O)c3ccco3)CC2)cc1
7.1	CCn1ncc(/C=C/C(=O)c2ccccc2)c1C
0.4	CCOC(=O)C1Oc2ccccc2C(c2ccc(OC)cc2)=C1C(=O)OC (stereo not given)
0.8	COc1ccc(C(=O)NCCN2CCCC2)cc1OC
-2.3	CC1CCN(C(=O)CN2C(=O)NC3(CCC(C)CC3)C2=O)CC1 (stereo not given)
0.7	COc1ccc(-c2ccnc3nc(/N=C/N(C)C)nn23)cc1
0.6	CCN1C(=O)[C@H]2[C@@H](c3ccc(-c4ccc5c(c4)OCO5)cc3)N3CCC[C@@]3(C(=O)OC)[C@H]2C1=O
-0.6	N#Cc1c(-c2ccccc2)cc(C2CC2)nc1N
-1.3	CCOC(=O)N1CCN(c2c(N3CCc4ccccc4C3)c(=O)c2=O)CC1
0.9	Cc1cc(NC(=O)C(C)SCC(=O)Nc2nc3c(F)cc(F)cc3s2)no1 (stereo not given)
-2.0	C=CCNC(=O)c1cc(-c2ccccc2)sc1N
-1.6	CCOC(=O)C1Nc2ccc(C(F)(F)F)cc2C2c3ccccc3CC12 (stereo not given)
2.7	COc1ccc(C(=O)NCCc2nnc3ccc(SCC(=O)NCc4ccc(F)cc4)nn23)cc1

Continuation:
TbREL1 inh	Compound
1.0	C=CCN(c1nc(C)cc(OC)n1)S(=O)(=O)c1ccc(C)cc1
5.0	COc1cccc(NC(=O)CN(C)C(=O)CNC(=O)c2ccc(C)s2)c1
-1.4	O=C1[C@H](Cc2ccccc2)NCC=CC[C@H](c2ccc(Cl)cc2)N1Cc1ccc(Cl)cc1
-1.3	O=C(OCC(=O)N1CCCC1=O)C1CCN(S(=O)(=O)c2c(Cl)cccc2Cl)CC1
1.3	CN(Cc1ccccc1)C1CC(=O)N(c2ccc(C(=O)O)cc2)C1=O (stereo not given)
9.2	Cc1ccccc1S(=O)(=O)Cc1ccc(C(=O)NCCCN2CCCC(C)C2)o1 (stereo not given)
-6.3	COc1ccc(N2CCN(CCCNC(=O)COc3ccc(F)cc3)CC2)cc1
-2.2	COc1ccc(C2C(C(=O)C(C)(C)C)=C(O)C(=O)N2Cc2ccccc2)cc1 (stereo not given)
3.0	CN(C)S(=O)(=O)c1cccc(C(=O)N/N=C\c2ccco2)c1
4.7	Cc1ccc(CNC(=O)COC(=O)c2nc(-c3ccccc3)oc2C)cc1

In the list so far, 9 have a nitro group on carbon.
TbREL1 inh	Compound
3.2	Cc1cc(C)c([N+](=O)[O-])cc1-c1ccc(/C=N/c2c(-c3ccco3)nc3ccccn23)o1
2.6	O=C(N/N=C/c1ccccn1)c1[nH]c2ccc([N+](=O)[O-])cc2c1-c1ccccc1
-0.6	O=C(Cn1nnc(-c2ccccc2)n1)NNC(=O)c1cccc([N+](=O)[O-])c1
2.1	Nc1ccc2c(c1)C(=O)c1cc([N+](=O)[O-])ccc1-2
-0.3	Cc1cccc(C)c1NC(=O)C(c1ccc([N+](=O)[O-])cc1)N(C)C(=O)c1ccccn1 (stereo not given)
-1.6	COCCCNC(=O)c1ccc(Cn2c(=O)c3ccccc3n(Cc3ccc([N+](=O)[O-])cc3)c2=O)cc1
7.3	Cc1onc(-c2c(Cl)cccc2Cl)c1COC(=O)c1ccc(Cl)cc1[N+](=O)[O-]
11.1*	Nc1nc(Nc2cccc(Cl)c2)nc(NCc2ccco2)c1[N+](=O)[O-]
-1.4	COc1cc(NC(=O)C2CCCN(S(=O)(=O)c3ccccc3[N+](=O)[O-])C2)cc(OC)c1 (stereo not given)

Additional results:
TbREL1 inh	Compound
-3.4	O=[N+]([O-])c1ccc(Cl)c(S(=O)(=O)NCC2CCCO2)c1 (stereo not given)
1.9	CC(NC(=O)Cn1c(=O)oc2cc(S(=O)(=O)N3CCCC3)ccc21)c1ccccc1 (stereo not given)
4.1	Cc1cc(C(F)(F)F)nn1CC(=O)Nc1ccc2c(c1)OCO2
2.0	CC(Sc1nnc(Cc2ccccc2)o1)C(=O)NC1(C#N)CCCCC1 (stereo not given)
0.0	S=c1[nH]nc(-c2ccncc2)n1Cc1ccccc1
-2.1	CNC(=S)N(Cc1cc2cc(C)ccc2n2nnnc12)CC(C)(C)CN(C)C
-1.7	Fc1ccc(Cn2nnnc2C(c2cccs2)N2CCCCCC2)cc1 (stereo not given)
-0.7	COc1nc(NCCC2=CCCCC2)nc(OC)n1
2.5	Cn1ccnc1SCC(=O)Nc1sccc1C#N
0.1	O=C(NC1CCS(=O)(=O)C1)c1ccc(-c2ccc(Br)cc2)o1 (stereo not given)
-1.9	CCCc1c(C(=O)O)cnn1-c1ccc(Cl)cc1
3.0	CSc1ccccc1C(=O)Nc1nc2ccccc2c(=O)[nH]1
0.3	Cc1sc2nc(CN3CCCCC3)nc(Nc3ccc4c(c3)OCCO4)c2c1C

Source: PubChem BioAssay
